High-throughput results from PubChem.
WRN helicase inh – WRN helicase (human) inhibition; Potency, µM (highest dose often 114 µM), without a hit: at the top dose activity change, negative = inhibition, actives largely listed as inhibitors; WRN helicase unwinding, fluorescent forked duplex, kinetic; 360,000 compounds, 0.46% hits; AID 651768; also: potency is read from the fitted curve at half-maximal effect; % is scaled to controls: 0 for no effect and ±100 for the full control effect; nearly all actives have a fitted effect of over 55% in size
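Kinetic fluorescence helicase assay: unwinding of a quenched forked DNA duplex (100 nM final) with 2 mM ATP final raises red fluorescence (525/598 nm). Compounds sat 15 min at room temperature with 20 nM WRN beforehand.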
IL-1B inflam inh – inflammasome signaling inhibition, IL-1 beta readout; AID 743279; 360,000 compounds, 4.7% hits; activity change, % at 57.5 µM; THP-1 LPS/ATP IL-1B secretion, AlphaLISA, 16 h; hits give low values; in the data active = activity change below about -50%; inconclusive = mostly about -30% to -49%; also: % is scaled to controls: 0 for no effect and ±100 for the full control effect
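Secreted IL-1B measured by AlphaLISA bead assay after 16 h compound exposure of THP-1 cells; compounds (final up to 57.5 uM) added 1 h before LPS (250 ng/mL) and ATP (1.25 mM) stimulation; lower signal means less secretion.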
KB-3-1 tox – kills parental KB-3-1 adenocarcinoma cells; KB-3-1 viability, CellTiter-Glo ATP luminescence, 72 h; Potency, µM (series often up to 46.1 µM), inactives show at the highest dose activity change, negative = cytotoxic, hits mostly cytotoxic; 400,000 compounds, 1.4% hits; also: potency is read from the fitted curve at half-maximal effect; % is scaled to controls: 0 for no effect and ±100 for the full control effect; nearly all actives have a fitted effect of over 60% in size
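Multi-concentration cytotoxicity screen in KB-3-1 cells grown in DMEM lacking phenol red with 10% FBS. After 72 h at 37 °C with compound, ATP-dependent luminescence was recorded.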
KB-V1 MDR tox – KB-V1 MDR subline cytotoxicity; KB-V1 MDR cells viability, CellTiter-Glo, 72 h; Potency, µM (titrated, usually from 46.1 µM), for inactives: at the highest dose activity change, negative = cytotoxicity, most hits filed as cytotoxic; 400,000 compounds, 3.4% hits; AID 1347076; also: potency is read from the fitted curve at half-maximal effect; % is scaled to controls: 0 for no effect and ±100 for the full control effect; nearly all actives have a fitted effect of over 60% in size
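KB-V1, DMEM (no phenol red) + 10% FBS; cpd pin-transferred, titration series; 72 h, 37 degrees C; CellTiter-Glo, luminescence. Data normalized, curve-fit.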
SW480 rerep – induces DNA re-replication in SW480 colon adenocarcinoma cells. Potency, µM (titrated, usually from 46.1 µM), for the others: at the highest dose re-replication activation, hits mostly activators. AID 624297. 340,000 compounds, 1.8% hits. SW480 DNA re-replication, Hoechst DNA content imaging, 48 h; also: potency is read from the fitted curve at half-maximal effect; % of control where 0% means no effect; nearly all actives have a fitted effect of over 55% in size
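SW480 cells exposed to compounds for 48 hr at 37 C, 5% CO2, then Hoechst-stained 40 min. Nuclear DNA content imaged by fluorescence scanning (405 nm excitation, 500-530 nm emission); re-replication scored as increased high-intensity nuclei.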
HT1080NT lethal – kills 2HG-producing HT-1080-NT fibrosarcoma cells. HT-1080-NT fibrosarcoma viability, CellTiter-Glo ATP luminescence, 48 h. Potency, µM (series often up to 46.1 µM), without a hit: at the highest dose activity, negative = less viability, usual class: cytotoxic. 360,000 compounds, 1.6% hits;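 also: NT is the 2HG producing partner of a matched IDH1 knockdown line; potency is read from the fitted curve at half-maximal effect; 0% = DMSO-treated cells and -100% = media-only wells without cells; nearly all actives have a fitted effect of over 55% in size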
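Toxicity toward the 2HG-producing NT line was scored as %Activity, normalised to DMSO and no-cell wells, from CellTiter-Glo luminescence after 48 hours' treatment.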
HT1080 IDH1KD tx – HT-1080 IDH1 knockdown cell toxicity (counter line) | HT-1080 IDH1 knockdown viability, ATP luminescence, 48 h | Potency, µM (doses to about 46.1 µM), for the others: top-dose activity, negative = toxicity, actives largely listed as cytotoxic | 360,000 compounds, 2% hits | AID 686971;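 also: potency is read from the fitted curve at half-maximal effect; 0% = DMSO wells and -100% = cell-free medium wells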
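Using the IDH1-knockdown HT-1080 line run in the same batch and compound series as the NT line, viability after 48 h at 37 °C was determined by CellTiter-Glo luminescence and expressed as % activity.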
ATXN2 expr inh – reduces ATXN2 reporter expression in HEK-293 cells; HEK-293 ATXN2-luciferase reporter, luminescence, 24 h; Potency, µM (highest dose often 57 µM), for inactives: at the highest dose activity change, negative = inhibition, usual class: inhibitors; 360,000 compounds, 0.72% hits; also: potency is read from the fitted curve at half-maximal effect; % is scaled to controls: 0 for no effect and ±100 for the full control effect; nearly all actives have a fitted effect of over 55% in size
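ATXN2-luciferase reporter cells (luciferase flanked by upstream and downstream ATXN2 gene portions) were treated 24 h at 37 °C with compounds at up to 57 uM. SteadyGlo luminescence gave expression; GF-AFC fluorescence gave viability.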
MCF10A rerep – inducers of DNA re-replication in MCF 10A breast cells. Potency, µM (highest dose often 46.1 µM), for the others: top-dose activity, positive = re-replication, usual class: activators. MCF 10A DNA re-replication, Hoechst nuclear intensity, 48 h. 350,000 compounds, 2.9% hits; also: potency is read from the fitted curve at half-maximal effect; % of control where 0% means no effect; nearly all actives have a fitted effect of over 50% in size
Active calls of the source: *; [ ] = dose if it differs, or a comment. Unless noted, calls follow the shape of the dose curve; as a rule, active = well fitted curve in the direction sought with a large enough effect; inconclusive = small, poorly fitted or top-dose-only effect, or another doubt; inactive = no such curve, though single readings can be large; an effect the other way counts as inactive or inconclusive.

How did COc1ccccc1CN1CCN(Cc2nc(-c3cccs3)no2)CC1 do in these assays?
WRN helicase inh: 0%; IL-1B inflam inh: 4; KB-3-1 tox: 1%; KB-V1 MDR tox: -1%; SW480 rerep: -32%; HT1080NT lethal: 6%; HT1080 IDH1KD tx: 4%; MCF10A rerep: 1%

Results for COc1ccc(OC)c(S(=O)(=O)N2CCC(C(=O)NCc3ccc4c(c3)OCO4)CC2)c1 ?
WRN helicase inh: -16%; IL-1B inflam inh: inactive; KB-3-1 tox: 4%; KB-V1 MDR tox: inconclusive; SW480 rerep: -11%; HT1080NT lethal: -2%; HT1080 IDH1KD tx: 12%; ATXN2 expr inh: -8%; MCF10A rerep: -10%

What do the screens show for `FC(F)Oc1ccc(C2N=C(c3ccccc3)NO2)cc1` (centres undefined)?
WRN helicase inh: -6%; IL-1B inflam inh: -12; KB-3-1 tox: 6%; KB-V1 MDR tox: 17%; SW480 rerep: 4%; HT1080NT lethal: 12%; HT1080 IDH1KD tx: 9%; ATXN2 expr inh: 116%[activator]; MCF10A rerep: 1%

Results for O=C(Cc1n[nH]c(=O)[nH]c1=O)N/N=C/c1ccccc1 ?
WRN helicase inh: -3%; IL-1B inflam inh: 10; KB-3-1 tox: -2%; KB-V1 MDR tox: 0%; SW480 rerep: -12%; HT1080NT lethal: 5%; HT1080 IDH1KD tx: 15%; ATXN2 expr inh: -11%; MCF10A rerep: -3%

Results for O=C(CCNC(=O)c1ccccc1Cl)NN=Cc1ccco1 ?
WRN helicase inh: -25%; IL-1B inflam inh: -2; KB-3-1 tox: -26%; KB-V1 MDR tox: 5%; SW480 rerep: 1%; HT1080NT lethal: 4%; HT1080 IDH1KD tx: 10%; ATXN2 expr inh: 4%; MCF10A rerep: 0%

Results for C[C@H](CO)N1C[C@H](C)[C@@H](CN(C)C(=O)Nc2ccccc2)Oc2ccc(NS(=O)(=O)c3ccc(F)cc3)cc2C1=O ?
WRN helicase inh: 0%; IL-1B inflam inh: -5; KB-3-1 tox: 16%; KB-V1 MDR tox: -1%; SW480 rerep: -2%; HT1080NT lethal: 16%; HT1080 IDH1KD tx: 11%; ATXN2 expr inh: 12%; MCF10A rerep: -22%

How did CC(=O)Nc1ccc(N2C(=O)c3ccc(C(=O)Nc4nnc(SCc5ccc(F)cc5)s4)cc3C2=O)cc1 do in these assays?
WRN helicase inh: 7%; IL-1B inflam inh: 3; KB-3-1 tox: 9%; KB-V1 MDR tox: 0%; SW480 rerep: 5%; HT1080NT lethal: 1%; HT1080 IDH1KD tx: 3%; MCF10A rerep: 3%

Results for Cc1ccc(NC(=O)CO/N=C(\N)c2ccccc2)cc1C ?
WRN helicase inh: 4%; IL-1B inflam inh: 16; KB-3-1 tox: 1%; KB-V1 MDR tox: 23%; SW480 rerep: -29%; HT1080NT lethal: 1%; HT1080 IDH1KD tx: 1%; ATXN2 expr inh: 4%; MCF10A rerep: -30%

What do the screens show for `O=C(NCc1ccc2c(c1)OCO2)C1CCN(Cc2cnn(-c3ccccc3)c2-n2cccc2)CC1`?
WRN helicase inh: -6%; IL-1B inflam inh: inconclusive; KB-3-1 tox: -20%; KB-V1 MDR tox: 0%; SW480 rerep: 5%; HT1080NT lethal: -8%; HT1080 IDH1KD tx: -10%; ATXN2 expr inh: -6%; MCF10A rerep: 13%

Results for COc1ccc(N2CCN(C(=O)CCNC(=O)c3ccc(C(C)(C)C)cc3)CC2)cc1 ?
WRN helicase inh: 7%; IL-1B inflam inh: 13; KB-3-1 tox: 7%; KB-V1 MDR tox: -14%; SW480 rerep: -15%; HT1080NT lethal: 1%; HT1080 IDH1KD tx: -1%; ATXN2 expr inh: -28%; MCF10A rerep: inconclusive

How did COC(=O)[C@@]12C[C@@H](CC(=O)NCCCCc3ccccc3)C(=O)N(Cc3ccco3)C1=CCC(C)(C)C2 do in these assays?
WRN helicase inh: -3%; IL-1B inflam inh: inconclusive; KB-3-1 tox: -18%; KB-V1 MDR tox: inconclusive; HT1080NT lethal: -2%; HT1080 IDH1KD tx: inconclusive

Results for CN1CCN(c2ccc(NC(=O)COc3cccc4ccccc34)cc2)CC1 ?
WRN helicase inh: 2%; IL-1B inflam inh: -6; KB-3-1 tox: 1%; KB-V1 MDR tox: -20%; SW480 rerep: 0%; HT1080NT lethal: inconclusive; HT1080 IDH1KD tx: -9%; ATXN2 expr inh: -16%; MCF10A rerep: 15%

What do the screens show for `COc1ccc(CNc2ccc(C(=O)O)cc2)cc1`?
WRN helicase inh: -11%; IL-1B inflam inh: -15; KB-3-1 tox: 0%; KB-V1 MDR tox: 7%; SW480 rerep: inconclusive; HT1080NT lethal: 5%; HT1080 IDH1KD tx: 0%; ATXN2 expr inh: 24%; MCF10A rerep: inconclusive

How did O=C(Nc1ccc2c(c1)CCC2)C1CCCN(c2ncccn2)C1 (centres undefined) do in these assays?
WRN helicase inh: 1%; IL-1B inflam inh: -18; KB-3-1 tox: 2%; KB-V1 MDR tox: 6%; SW480 rerep: -3%; HT1080NT lethal: 7%; HT1080 IDH1KD tx: -6%; ATXN2 expr inh: 81%[activator]; MCF10A rerep: 4%

What do the screens show for `O=C(NC1CCCCC1)c1cc(-c2ccccc2O)on1`?
WRN helicase inh: -8%; IL-1B inflam inh: -20; KB-3-1 tox: -2%; KB-V1 MDR tox: 9%; HT1080NT lethal: -21%; HT1080 IDH1KD tx: -16%; ATXN2 expr inh: 48%[activator]

Results for CCOC(=O)C1(CCOc2ccccc2)CCN(C(=O)c2ccc(-n3cccn3)cc2)CC1 ?
WRN helicase inh: 4%[57.1 µM]; IL-1B inflam inh: -27; KB-3-1 tox: 2%; KB-V1 MDR tox: inconclusive; SW480 rerep: -1%; HT1080NT lethal: -21%; HT1080 IDH1KD tx: inconclusive; ATXN2 expr inh: -33%; MCF10A rerep: 17%

What do the screens show for `CCOC(=O)C[n+]1c(C)csc1C`?
WRN helicase inh: -20%[57.1 µM]; IL-1B inflam inh: 0; KB-3-1 tox: -10%; KB-V1 MDR tox: -1%; SW480 rerep: -697%[inhibitor]; HT1080NT lethal: 14%; HT1080 IDH1KD tx: 9%; ATXN2 expr inh: -2%; MCF10A rerep: 0%

Results for Cc1cc(NC(=O)CSCC(=O)Nc2ccc(Cl)c(C(F)(F)F)c2)no1 ?
WRN helicase inh: 5%; IL-1B inflam inh: 36; KB-3-1 tox: -2%; KB-V1 MDR tox: -1%; SW480 rerep: -29%; HT1080NT lethal: -1%; HT1080 IDH1KD tx: -1%; ATXN2 expr inh: -23%; MCF10A rerep: 9%

What do the screens show for `CCOC(=O)c1nnc2cc(C)nn2c1C`?
WRN helicase inh: -8%; IL-1B inflam inh: -14; KB-3-1 tox: 0%; KB-V1 MDR tox: 10%; SW480 rerep: -2%; HT1080NT lethal: 1%; HT1080 IDH1KD tx: 1%; MCF10A rerep: 2%

What do the screens show for `O=C(CCC1CCCC1)NCCCN1CCOCC1`?
WRN helicase inh: 4%; IL-1B inflam inh: -2; KB-3-1 tox: 4%; KB-V1 MDR tox: 5%; SW480 rerep: -14%; HT1080NT lethal: 18%; HT1080 IDH1KD tx: -4%; ATXN2 expr inh: 2%; MCF10A rerep: 1%

What do the screens show for `O=C(Nc1ccccc1Oc1cccnc1)C1CCCN(Cc2ccc(F)cc2)C1` (centres undefined)?
WRN helicase inh: -1%; IL-1B inflam inh: -16; KB-3-1 tox: 1%; KB-V1 MDR tox: -6%; SW480 rerep: -5%; HT1080NT lethal: inconclusive; HT1080 IDH1KD tx: -9%; ATXN2 expr inh: -26%; MCF10A rerep: 0%

How did Cc1nc([N+](=O)[O-])c(Br)n1CC(=O)c1ccc2ccccc2c1 do in these assays?
WRN helicase inh: -22%; IL-1B inflam inh: -120*; KB-3-1 tox: -10%; KB-V1 MDR tox: 3%; SW480 rerep: inconclusive; HT1080NT lethal: 16µM*; HT1080 IDH1KD tx: inconclusive; ATXN2 expr inh: inconclusive; MCF10A rerep: 0.65µM*

How did COc1ccc(C(=O)Nc2ccccc2SCc2cc(=O)n3nc(C)sc3n2)cc1OC do in these assays?
WRN helicase inh: 2%; IL-1B inflam inh: 14; KB-3-1 tox: -2%; KB-V1 MDR tox: -1%; SW480 rerep: -47%[inhibitor]; HT1080NT lethal: inconclusive; HT1080 IDH1KD tx: 21%; ATXN2 expr inh: 11%; MCF10A rerep: -10%

Results for Cc1cccc(NC(NC(=O)c2ccccc2[N+](=O)[O-])C(Cl)(Cl)Cl)c1 (centres undefined) ?
WRN helicase inh: 3%; IL-1B inflam inh: -1; KB-3-1 tox: 8%; KB-V1 MDR tox: 23µM*; SW480 rerep: 4%; HT1080NT lethal: 10%; HT1080 IDH1KD tx: 0%; ATXN2 expr inh: 2%; MCF10A rerep: -3%

What do the screens show for `COc1ccc(N(CC(=O)Nc2cccc(N(C)S(C)(=O)=O)c2)S(=O)(=O)c2ccc(F)cc2)cc1`?
WRN helicase inh: -7%; IL-1B inflam inh: -18; KB-3-1 tox: -24%; KB-V1 MDR tox: inconclusive; SW480 rerep: 0%; HT1080NT lethal: -15%; HT1080 IDH1KD tx: -28%; ATXN2 expr inh: -9%; MCF10A rerep: 3%

How did CC1(c2cccc(Br)c2)NC(=O)N(CC(=O)Nc2ccc(N3CCCCC3)cc2)C1=O (centres undefined) do in these assays?
WRN helicase inh: 5%; IL-1B inflam inh: -9; KB-3-1 tox: -1%; KB-V1 MDR tox: 2%; HT1080NT lethal: -26%; HT1080 IDH1KD tx: inconclusive
